LYP inh 2 = inhibitors of human LYP (PTPN22) phosphatase; Q9Y2R2; recombinant LYP catalytic domain, DiFMUP fluorescence; inhibition, % at 2 µM; 0.21% of 96,000 active; AID 640;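 active = inhibition at 2 µM at or above a set limit, the screen mean plus 3 SD, cut at about 24% in these data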;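 note: 0% = DMSO with enzyme and 100% = enzyme fully blocked by orthovanadate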
Candida biofilm = kills Candida albicans biofilms; C. albicans biofilm + clotrimazole, Alamar Blue; inhibition, % at 6 µM; 0.14% of 85,000 active; AID 834;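 active = inhibition above 20%; inactive = inhibition below 20%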;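 note: preformed 24 hr biofilms exposed to compound for 48 hr; 0% = biofilm without compound and 100% = blank killed by clotrimazole plus chlorhexidine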
EphB4 antag = antagonists of human EphB4-ephrin-B2 interaction; inhibition, % at 7 µM; 0.15% of 97,000 active; EphB4 LBD / TNYL-RAW-Alexa532 peptide, fluorescence polarization; P54760;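 active = inhibition above the screen-wide mean inhibition plus 3 SD, cut at about 15% in these data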;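 note: 0% = DMSO wells and 100% = excess unlabeled TNYL-RAW peptide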
CYP2C9 inhib = inhibitors of human CYP2C9; P11712; CYP2C9 Supersomes, luciferin-H conversion, luminescence; inhibition, % at 5 µM; 20% of 96,000 active;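 active = blocking of liver enzyme CYP2C9 beyond about 50% at 5 µM, limit read from the data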; note: values of inactives mirror those of a sister screen read the other way
Target sequence (P11712 whole entry, looked up): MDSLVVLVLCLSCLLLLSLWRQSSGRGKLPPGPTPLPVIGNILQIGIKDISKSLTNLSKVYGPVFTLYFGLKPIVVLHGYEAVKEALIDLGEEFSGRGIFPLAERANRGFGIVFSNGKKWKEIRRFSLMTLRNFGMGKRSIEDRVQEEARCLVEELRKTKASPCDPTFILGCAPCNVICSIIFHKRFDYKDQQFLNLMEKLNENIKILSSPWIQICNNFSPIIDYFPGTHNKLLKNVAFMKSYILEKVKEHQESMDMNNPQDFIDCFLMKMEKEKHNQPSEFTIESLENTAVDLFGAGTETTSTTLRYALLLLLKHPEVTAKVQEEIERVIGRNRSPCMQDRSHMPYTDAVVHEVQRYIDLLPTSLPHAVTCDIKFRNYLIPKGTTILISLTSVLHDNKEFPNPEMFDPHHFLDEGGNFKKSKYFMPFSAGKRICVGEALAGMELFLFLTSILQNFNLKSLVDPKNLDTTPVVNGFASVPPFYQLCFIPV
LYP act = LYP (human) phosphatase activation. Q9Y2R2. recombinant LYP, DiFMUP fluorescence; 0 = plate median, 100 = signal doubled. activation, % at 2 µM. 0.11% of 96,000 active. AID 697;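 active = activation at 2 µM above a set limit, the mean plus 5 SD, cut at about 37% in these data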
CYP2C9 act = activators of human CYP2C9; P11712; recombinant CYP2C9, luciferin-H conversion, luminescence; hits give high values; factor 1 = untreated enzyme, 0 = blocked; activation factor at 5 µM; 1.4% of 96,000 active; AID 1024;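 active = activation factor of 2 or more for CYP2C9 at a 5 µM dose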;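 note: 0 = sulfaphenazole-blocked wells and 1 = vehicle-only wells; values of inactives mirror those of a sister screen read the other way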
PLK1 inh = inhibitors of human PLK1 kinase; P53350; recombinant PLK1 kinase, TR-FRET peptide phosphorylation; inhibition, % at 10 µM; 0.53% of 97,000 active; AID 619;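 active = inhibition of 50% or more in the single-concentration screen; inactive = inhibition below 50%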;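 note: 0% = DMSO max control and 100% = H-89 dihydrochloride min control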
Target sequence (P53350 whole entry, looked up): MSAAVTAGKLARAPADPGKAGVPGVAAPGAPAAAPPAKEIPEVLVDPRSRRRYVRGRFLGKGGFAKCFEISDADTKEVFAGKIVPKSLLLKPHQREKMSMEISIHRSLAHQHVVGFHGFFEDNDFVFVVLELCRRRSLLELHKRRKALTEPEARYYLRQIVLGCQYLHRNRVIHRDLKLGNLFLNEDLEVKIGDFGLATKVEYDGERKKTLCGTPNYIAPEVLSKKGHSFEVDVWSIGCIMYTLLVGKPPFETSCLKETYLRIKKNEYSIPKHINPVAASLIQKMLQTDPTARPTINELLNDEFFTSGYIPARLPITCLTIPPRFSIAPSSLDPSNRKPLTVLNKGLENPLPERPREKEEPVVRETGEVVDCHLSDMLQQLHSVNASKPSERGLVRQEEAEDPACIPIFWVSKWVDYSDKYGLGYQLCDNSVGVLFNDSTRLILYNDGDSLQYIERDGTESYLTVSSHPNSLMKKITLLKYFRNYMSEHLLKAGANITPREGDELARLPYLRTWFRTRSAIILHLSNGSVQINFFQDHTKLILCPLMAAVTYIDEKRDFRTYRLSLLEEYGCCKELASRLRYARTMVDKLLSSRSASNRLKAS
HIV Rev-RRE inh = disrupts HIV-1 Rev binding to RRE RNA; P05866; Rev peptide-RRE RNA binding, FRET; inhibition, % at 8 µM; 0.79% of 97,000 active; AID 704;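 active = inhibition above the screen-wide mean plus 3 SD, cut at about 35% in these data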;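 note: 0% = median DMSO wells and 100% = median Neomycin B control wells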
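Assay system: labelled RRE RNA duplex and labelled Rev peptide / Medium: HEPES pH 7.5 salt buffer with EDTA / Reagent: labelled Rev peptide / Schedule: 5 + 15 min at 25 °C / Signal: FRET, excitation 480 nm, emission 540 nm donor and 671 nm acceptor / Benchmarks: DMSO and neomycin B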
PLK1 PBD inh = inhibitors of human Plk1 polo box domain binding; P53350; Plk1 PBD phosphopeptide binding, fluorescence polarization; inhibition, %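 (tested at about 20 µM)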; 0.13% of 97,000 active; AID 693; in the data active = inhibition above about 34%, passing the limit was not always enough
* marks the source's active call; other numbers are inactive results; [ ] = dose if it differs, or a comment.

`CCOC(=O)CSc1nc2ccccc2n1C(=O)OCC` gave LYP inh 2 0, Candida biofilm -3, EphB4 antag -17, CYP2C9 inhib 35, LYP act -2, CYP2C9 act 0.7, PLK1 inh -5, HIV Rev-RRE inh 18 and PLK1 PBD inh 0.
`CC(=O)NCCC(=O)NCc1ccc(F)cc1` gave LYP inh 2 -6, Candida biofilm 5, EphB4 antag 9, CYP2C9 inhib 0, LYP act 9, CYP2C9 act 1, PLK1 inh -1, HIV Rev-RRE inh 6 and PLK1 PBD inh 8.
Cn1ccnc1SCC(=O)N(C1CCCCC1)C1CCCCC1 was read as LYP inh 2 -1, Candida biofilm 5, EphB4 antag 2, CYP2C9 inhib 16, LYP act 2, CYP2C9 act 0.8, PLK1 inh -6, HIV Rev-RRE inh 8 and PLK1 PBD inh -25.
`CC(=O)Nc1ccc(S(=O)(=O)NCc2ccc(C(=O)NCCN3CCCCCC3)cc2)cc1` gave LYP inh 2 5, Candida biofilm 8, EphB4 antag 3, LYP act -7, PLK1 inh -6, HIV Rev-RRE inh 1 and PLK1 PBD inh -3.
CCCCCCNC(=O)C(C(=O)OCC)C1CCCCC1 (stereo not drawn) was read as LYP inh 2 -7, Candida biofilm -2, EphB4 antag -8, CYP2C9 inhib 44, LYP act 5, CYP2C9 act 0.6, PLK1 inh -3, HIV Rev-RRE inh 1 and PLK1 PBD inh -9.
Cc1nc2sc(C(c3cccs3)N3CCC(C(N)=O)CC3)c(O)n2n1 (stereo not drawn) was read as LYP inh 2 0, Candida biofilm -7, EphB4 antag -4, CYP2C9 inhib 26, LYP act -1, CYP2C9 act 0.7, PLK1 inh -21, HIV Rev-RRE inh 3 and PLK1 PBD inh 8.
Screening O=C(N[C@@H](Cc1ccccc1)C(=O)O)c1cccnc1 returned LYP inh 2 -11, Candida biofilm 17, EphB4 antag 1, CYP2C9 inhib -7, LYP act 11, CYP2C9 act 1.1, PLK1 inh -1, HIV Rev-RRE inh 3 and PLK1 PBD inh -16.
For CC1CCN(CC(O)COC2CCC(C(C)(C)C)CC2)CC1 (stereo not drawn) the results were LYP inh 2 -1, Candida biofilm 9, EphB4 antag -2, CYP2C9 inhib -8, LYP act -1, CYP2C9 act 1.1, PLK1 inh -1, HIV Rev-RRE inh 3 and PLK1 PBD inh -17.
`Cc1nc2ccc(Nc3nc4cc(S(=O)(=O)N5CCOCC5)ccc4o3)cc2s1` gave LYP inh 2 2, Candida biofilm 5, EphB4 antag -3, CYP2C9 inhib 36, LYP act -4, CYP2C9 act 0.6, PLK1 inh -3, HIV Rev-RRE inh 19 and PLK1 PBD inh -29.
CCCOc1ccc(CNC(=O)Cn2c(=O)oc3ccccc32)cc1 was read as LYP inh 2 1, Candida biofilm 10, EphB4 antag 3, CYP2C9 inhib -50, LYP act -1, CYP2C9 act 1.5, PLK1 inh -21, HIV Rev-RRE inh 0 and PLK1 PBD inh 7.
`COc1ccc(Oc2nc(-c3ccccc3)ncc2S(=O)(=O)c2ccccc2)cc1` gave LYP inh 2 0, EphB4 antag 6, CYP2C9 inhib 8, LYP act 4, CYP2C9 act 0.9, PLK1 inh -9, HIV Rev-RRE inh 6 and PLK1 PBD inh 11.
CCOC(=O)CNC(=O)CSc1ncnc2c1cnn2-c1ccc(C)cc1 was read as LYP inh 2 -3, Candida biofilm 4, EphB4 antag 3, CYP2C9 inhib 24, LYP act 2, CYP2C9 act 0.8, PLK1 inh -4, HIV Rev-RRE inh 11 and PLK1 PBD inh 4.

Reprinted at random: 4 compounds from above
Cn1ccnc1SCC(=O)N(C1CCCCC1)C1CCCCC1 was read as LYP inh 2 -1, Candida biofilm 5, EphB4 antag 2, CYP2C9 inhib 16, LYP act 2, CYP2C9 act 0.8, PLK1 inh -6, HIV Rev-RRE inh 8 and PLK1 PBD inh -25.
CCCOc1ccc(CNC(=O)Cn2c(=O)oc3ccccc32)cc1 was read as LYP inh 2 1, Candida biofilm 10, EphB4 antag 3, CYP2C9 inhib -50, LYP act -1, CYP2C9 act 1.5, PLK1 inh -21, HIV Rev-RRE inh 0 and PLK1 PBD inh 7.
`COc1ccc(Oc2nc(-c3ccccc3)ncc2S(=O)(=O)c2ccccc2)cc1` gave LYP inh 2 0, EphB4 antag 6, CYP2C9 inhib 8, LYP act 4, CYP2C9 act 0.9, PLK1 inh -9, HIV Rev-RRE inh 6 and PLK1 PBD inh 11.
`CCOC(=O)CSc1nc2ccccc2n1C(=O)OCC` gave LYP inh 2 0, Candida biofilm -3, EphB4 antag -17, CYP2C9 inhib 35, LYP act -2, CYP2C9 act 0.7, PLK1 inh -5, HIV Rev-RRE inh 18 and PLK1 PBD inh 0.

(next part)
Screening Cc1nc(N)sc1-c1csc(Nc2ccc(Cl)cn2)n1 returned LYP inh 2 5, Candida biofilm 1, EphB4 antag 2, LYP act -4, PLK1 inh -11, HIV Rev-RRE inh 15 and PLK1 PBD inh -17.
Screening COc1ccccc1NC(=O)CSC1=NC(=O)C(NC(C)=O)C(=O)N1 (stereo not drawn) returned LYP inh 2 1, Candida biofilm 7, EphB4 antag 3, CYP2C9 inhib -8, LYP act -3, CYP2C9 act 1.1, PLK1 inh -12, HIV Rev-RRE inh 8 and PLK1 PBD inh -2.
COC(=O)c1ccc(Cl)c(NC(=O)CN2CCC(C)CC2)c1 was read as LYP inh 2 -3, Candida biofilm 3, EphB4 antag 6, CYP2C9 inhib 12, LYP act 7, CYP2C9 act 0.9, PLK1 inh 2, HIV Rev-RRE inh -2 and PLK1 PBD inh -6.
Screening Cc1ccc2cc(-c3noc(C4CCCO4)n3)c(=O)[nH]c2c1 (stereo not drawn) returned LYP inh 2 2, Candida biofilm 9, EphB4 antag 2, CYP2C9 inhib -8, LYP act -5, CYP2C9 act 1.1, PLK1 inh 0, HIV Rev-RRE inh 8 and PLK1 PBD inh -7.
CCn1nccc1C(=O)Nc1ccc(Cl)cc1Cl was read as LYP inh 2 -23, Candida biofilm 0, EphB4 antag 0, CYP2C9 inhib 34, LYP act 23, CYP2C9 act 0.7, PLK1 inh 0, HIV Rev-RRE inh 3 and PLK1 PBD inh -20.
For COc1cccc(N2CCN(C(=O)CN(C)S(=O)(=O)c3ccc4c(c3)CCC(=O)N4)CC2)c1 the results were LYP inh 2 -6, Candida biofilm -2, EphB4 antag 1, CYP2C9 inhib 46, LYP act 3, CYP2C9 act 0.5, PLK1 inh -1, HIV Rev-RRE inh 0 and PLK1 PBD inh 33.
CCC/C(=N/NC(=O)c1csc(C)c1C)c1ccc(Cl)s1 was read as LYP inh 2 8, EphB4 antag 0, CYP2C9 inhib 0, LYP act -7, CYP2C9 act 1, PLK1 inh -7, HIV Rev-RRE inh 10 and PLK1 PBD inh 3.
`C=CCOc1cccc(C2/C(=C(/O)c3ccccc3)C(=O)C(=O)N2CCN2CCOCC2)c1` (stereo not drawn) gave LYP inh 2 1, Candida biofilm 6, EphB4 antag 3, CYP2C9 inhib -15, LYP act -4, CYP2C9 act 1.2, PLK1 inh -3, HIV Rev-RRE inh 5 and PLK1 PBD inh -2.
For CCN(CC)S(=O)(=O)c1ccc(S(=O)(=O)Nc2ccc(C(=O)N3CCCC3)cc2)cc1 the results were LYP inh 2 -2, Candida biofilm -1, EphB4 antag 0, CYP2C9 inhib 99*, LYP act 0, CYP2C9 act 0, PLK1 inh -11, HIV Rev-RRE inh 3 and PLK1 PBD inh -9.
Screening COC(=O)c1ccc2c(c1)C(C)(C)C(/C=C/c1ccccc1O)=[N+]2C returned LYP inh 2 -6, EphB4 antag -52, CYP2C9 inhib 59*, LYP act 3, CYP2C9 act 0.4, PLK1 inh -14, HIV Rev-RRE inh 79*[fluorescence artefact?] and PLK1 PBD inh 8.
Screening CC(=O)Nc1ccc2[nH]c(C)c(CC=C(Cl)Cl)c(=O)c2c1 returned LYP inh 2 2, Candida biofilm 3, EphB4 antag 3, CYP2C9 inhib 19, LYP act 0, CYP2C9 act 0.8, PLK1 inh -6, HIV Rev-RRE inh -3 and PLK1 PBD inh -13.
Screening O=C(C1CCCN(S(=O)(=O)c2cccs2)C1)N1CCc2ccccc2C1 (stereo not drawn) returned LYP inh 2 7, Candida biofilm 2, EphB4 antag -1, CYP2C9 inhib 40, LYP act -4, CYP2C9 act 0.6, PLK1 inh -10, HIV Rev-RRE inh 9 and PLK1 PBD inh 37.
Screening c1ccc2c(c1)CC1(CCCC1)n1nnnc1-2 returned LYP inh 2 -4, Candida biofilm 6, EphB4 antag 0, CYP2C9 inhib -4, LYP act 1, CYP2C9 act 1, PLK1 inh -5, HIV Rev-RRE inh 6 and PLK1 PBD inh -19.
`O=C(Nc1ccccc1)c1ccc(S(=O)(=O)N2CCOCC2)cc1` gave LYP inh 2 -2, Candida biofilm 2, EphB4 antag -6, CYP2C9 inhib 13, LYP act 4, CYP2C9 act 0.9, PLK1 inh 2, HIV Rev-RRE inh -2 and PLK1 PBD inh 0.
`O=C(CCCSc1ccccc1)Nc1nc(-c2ccccn2)cs1` gave LYP inh 2 8, Candida biofilm 7, EphB4 antag -1, CYP2C9 inhib 38, LYP act -11, CYP2C9 act 0.6, PLK1 inh -15, HIV Rev-RRE inh 13 and PLK1 PBD inh -19.
`CC1CCCC(C)N1S(=O)(=O)c1ccc(NC(=O)CNCC2CCCO2)cc1` (stereo not drawn) gave LYP inh 2 -9, Candida biofilm 6, EphB4 antag -9, CYP2C9 inhib 43, LYP act 8, CYP2C9 act 0.6, PLK1 inh -14, HIV Rev-RRE inh 7 and PLK1 PBD inh -14.
For CC(C)OC(=O)c1c(N)n(CCCN2CCOCC2)c2nc3ccccc3nc12 the results were LYP inh 2 -5, Candida biofilm 4, EphB4 antag 2, CYP2C9 inhib 2, LYP act 5, CYP2C9 act 1, PLK1 inh -16, HIV Rev-RRE inh 8 and PLK1 PBD inh -11.
`COc1ccccc1NS(=O)(=O)c1ccc(C)c(C(=O)NCC2CCCO2)c1` (stereo not drawn) gave LYP inh 2 8, Candida biofilm 10, EphB4 antag -2, CYP2C9 inhib -58, LYP act -10, CYP2C9 act 1.6, PLK1 inh -20, HIV Rev-RRE inh 4 and PLK1 PBD inh 26.
Screening COc1ccc(-c2cc(C(F)(F)F)nc(S(C)(=O)=O)n2)cc1 returned LYP inh 2 -1, EphB4 antag 0, CYP2C9 inhib 42, LYP act 0, CYP2C9 act 0.6, PLK1 inh -11, HIV Rev-RRE inh 7 and PLK1 PBD inh -19.
`COc1ccc(S(=O)(=O)n2ccnc2)c2cccnc12` gave LYP inh 2 4, Candida biofilm 5, EphB4 antag 2, CYP2C9 inhib 53*, LYP act -5, CYP2C9 act 0.5, PLK1 inh -17, HIV Rev-RRE inh 6 and PLK1 PBD inh 23.
`O=C(c1ccc(Cl)cc1)c1coc2ccc(O)cc12` gave LYP inh 2 -1, Candida biofilm 7, EphB4 antag 0, CYP2C9 inhib 11, LYP act 3, CYP2C9 act 0.9, PLK1 inh -10, HIV Rev-RRE inh 4 and PLK1 PBD inh 23.
Screening Cc1oc(/N=C/c2ccc3c(c2)OCO3)c(C#N)c1C returned LYP inh 2 -4, Candida biofilm 4, EphB4 antag -2, CYP2C9 inhib 10, LYP act 3, CYP2C9 act 0.9, PLK1 inh -2, HIV Rev-RRE inh 7 and PLK1 PBD inh -12.
For C=CCn1c(N2C(=O)CC(Cc3ccccc3)C2=O)nc2ccccc21 (stereo not drawn) the results were LYP inh 2 4, Candida biofilm 5, EphB4 antag -7, CYP2C9 inhib -3, LYP act -5, CYP2C9 act 1, PLK1 inh -9, HIV Rev-RRE inh 5 and PLK1 PBD inh -23.

Compound activity (PubChem)
